# Bioassay records as filed in PubChem BioAssay.
# MC4R ag barr = MC4R agonists recruiting beta-arrestin, primary screen, cell-based, luminescence, agonist arm of biased-ligand search; U2OS MC4R beta-arrestin complementation; percent of melanotan II response, DMSO zero; activation, % at 8.9 µM; hit rate 0.98% among 360,000; AID 540308, 2011;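 active = activation above a per-plate cutoff, the mean activation of sample wells on that plate plus 3 SD, cut at about 8% in these data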
# ABHD5-PLIN5 inh = ABHD5-PLIN5 interaction inhibitors, primary screen, cell lysate, split luciferase complementation, luminescence; Perilipin-5 (Homo sapiens) + 1-acylglycerol-3-phosphate O-acyltransferase ABHD5 (Homo …; hit rate 0.78% among 360,000; AID 602281, 2012; Split G. princeps luciferase complementation, 4 h; inhibition, % at 4 µM;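 active = inhibition above the mean inhibition across every tested compound plus 3 SD, cut at about 22% in these data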;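 also: 0% = DMSO only wells and the 100% control is not disclosed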
# ABCB6 inh MLPCN = ABCB6 transporter inhibitors, primary screen, K562-ABCB6 cells, flow cytometry, MLPCN library; ATP-binding cassette sub-family B member 6 (Homo sapiens), Q9NP58; K562-ABCB6 porphyrin accumulation, 1 h; stronger effect = lower value; fluorescence ratio to DMSO, % at 10 µM; hit rate 0.19% among 360,000;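 active = fluorescence ratio to DMSO below 75%, the collection mean minus 3 SD; inconclusive = too few cells collected in the well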;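 also: signal is porphyrin accumulated inside mitochondria; 100% equals median channel fluorescence of DMSO control wells; lower ratio means ABCB6 inhibition with less porphyrin fluorescence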
# N-glyco inh = increase of ERlucT glycosylation luciferase signal, primary screen, N-linked glycosylation inhibitor project, D54 ERlucT cells, luminescence, set 2; hit rate 0.23% among 360,000; AID 588692, 2011; D54 ERlucT glycosylation luciferase reporter, 24 h; percent of 100 nM tunicamycin response; reporter increase, % at 12.5 µM;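 active = mean luciferase reporter signal, scaled so untreated is 0 and the glycosylation-blocking control 100, at or above a set limit in every replicate; inconclusive = mean reaches the limit but not every replicate does; inactive = mean below the limit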;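 also: luciferase carries N-glycosylation sites so blocking glycosylation raises the light; 0% = median of neutral control wells and 100% = median of 100 nM tunicamycin wells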
# TLR9-MyD88 block = inhibitors of TLR9-MyD88 association in cells, primary screen, cell-based, CHO, BLA complementation, fluorescence; Toll-like receptor 9 (Homo sapiens) + Myeloid differentiation primary response protein …; CCF4 FRET ratio; inhibition, % at 4.98 µM; hit rate 0.21% among 340,000;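 active = inhibition above the mean over all tested compounds plus 3 SD, cut at about 21% in these data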;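 also: 0% = DMSO only wells and 100% = clavulanate BLA inhibitor control wells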
# m5-HT2A agonist = mouse Htr2a agonists via beta-arrestin recruitment, primary screen, cell-based, luminescence | 5-hydroxytryptamine receptor 2A (Mus musculus), P35363 | CHO-K1 mHTR2A beta-arrestin complementation; percent of 30 µM serotonin response | activation, % at 7.6 µM | hit rate 0.66% among 360,000;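 active = activation above a run cutoff, the mean activation of all tested compounds plus 3 SD, cut at about 14% in these data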;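 also: 0% = plate median of compound wells and 100% = 30 µM serotonin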
# Target sequence (P35363 whole entry, looked up): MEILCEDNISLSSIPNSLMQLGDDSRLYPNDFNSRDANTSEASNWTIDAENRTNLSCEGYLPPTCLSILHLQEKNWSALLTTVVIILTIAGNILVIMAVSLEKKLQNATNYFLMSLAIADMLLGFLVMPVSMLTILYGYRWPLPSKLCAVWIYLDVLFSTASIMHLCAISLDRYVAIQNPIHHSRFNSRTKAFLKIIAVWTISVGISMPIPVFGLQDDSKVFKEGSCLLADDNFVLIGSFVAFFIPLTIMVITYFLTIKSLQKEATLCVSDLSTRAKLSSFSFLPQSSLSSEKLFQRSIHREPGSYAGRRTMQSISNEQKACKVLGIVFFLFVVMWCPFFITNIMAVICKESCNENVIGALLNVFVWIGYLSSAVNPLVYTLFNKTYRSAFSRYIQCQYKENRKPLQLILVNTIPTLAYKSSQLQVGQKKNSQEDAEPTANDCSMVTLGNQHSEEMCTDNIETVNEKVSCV
# MC4R antagonist = MC4R antagonists of cAMP signaling, primary screen, cell-based, TR-FRET, antagonist arm of biased-ligand search | Melanocortin receptor 4 (Homo sapiens), P32245 | MC4R-expressing cells, MTII-stimulated cAMP, LANCE TR-FRET | inhibition, % at 6.5 µM | hit rate 0.48% among 360,000 | AID 540295, 2011;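 active = inhibition above its plate's cutoff, the mean of tested wells on that plate plus 3 SD, cut at about 29% in these data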;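 also: 0% = Melanotan II alone and 100% = Melanotan II plus saturating MCL0020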
#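 System: U2OS cells stably expressing human melanocortin 4 receptor (MC4R). Reagent: Melanotan II challenge after compound preincubation. Doses: 6.5 µM. Times: 30-min compound, 1-h challenge, 1-h detection, room temperature. Measured by: TR-FRET with Eu-cAMP and labeled anti-cAMP, 671 nm. Replicates: singlicate.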
# NOD2 RIPK2 PPI = NOD2-RIPK2 binding disruptors in cells, primary screen, fluorescence, CHO cells, BLA complementation; Receptor-interacting serine/threonine-protein kinase 2 (Homo sapiens), O43353; CCF4 ratio; inhibition, % at 4.98 µM; hit rate 0.38% among 360,000; in the data active = inhibition above about 21%;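 also: 0% = vehicle only and 100% = reference blocker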
# Target sequence (O43353 whole entry, looked up): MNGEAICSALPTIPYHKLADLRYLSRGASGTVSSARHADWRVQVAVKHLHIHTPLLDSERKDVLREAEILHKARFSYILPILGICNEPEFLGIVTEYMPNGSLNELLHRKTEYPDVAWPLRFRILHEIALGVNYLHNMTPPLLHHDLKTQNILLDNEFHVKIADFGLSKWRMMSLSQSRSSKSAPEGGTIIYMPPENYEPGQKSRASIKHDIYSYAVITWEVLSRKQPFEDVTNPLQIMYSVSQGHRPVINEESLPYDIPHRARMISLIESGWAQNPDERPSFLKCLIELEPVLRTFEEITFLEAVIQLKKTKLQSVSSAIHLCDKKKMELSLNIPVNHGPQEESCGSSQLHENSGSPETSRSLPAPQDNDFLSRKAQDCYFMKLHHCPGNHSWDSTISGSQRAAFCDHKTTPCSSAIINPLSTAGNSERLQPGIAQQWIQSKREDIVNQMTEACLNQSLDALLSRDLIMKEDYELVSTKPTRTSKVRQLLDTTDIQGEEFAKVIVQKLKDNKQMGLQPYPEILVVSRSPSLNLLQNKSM
# SRC2 inh = inhibition of GAL4-SRC2 driven luciferase reporter, primary screen, SRC2 inhibitor project, cell-based, luminescence; HEK293 GAL4-SRC2 luciferase reporter; inhibition, % at 9 µM; hit rate 0.17% among 370,000;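 active = inhibition above the mean inhibition of all tested compounds plus 3 SD, set per campaign, cut at about 52% in these data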;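 also: 0% = DMSO treated cells and 100% = cells given Gossypol at 36 µM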
# Cardio protect = cardioprotection against H2O2-induced cell death, primary screen, uHTS, H9c2 cells, ATPLite luminescence | H9c2 cardiomyocytes, H2O2 injury protection, 2 h | protection from H2O2 cell death, % at 20 µM | hit rate 0.63% among 360,000 | AID 588492, 2011;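 active = compounds giving at least 50% protection of heart cells from peroxide-induced death in the single-dose screen, raw or plate-pattern-corrected value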;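 also: 0% = DMSO wells with peroxide and 100% = DMSO wells without peroxide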
# Active calls of the source: *; ? = inconclusive; / = not tested or not shown. An excerpt, so the mix of outcomes need not match the whole.
structure,MC4R ag barr,ABHD5-PLIN5 inh,ABCB6 inh MLPCN,N-glyco inh,TLR9-MyD88 block,m5-HT2A agonist,MC4R antagonist,NOD2 RIPK2 PPI,SRC2 inh,Cardio protect
CCOc1cc(C=O)ccc1OCCSc1ccc(C)cc1,6.3,-18,100,-2,-3,-1,-2,-1,-8,-9
CC(C)C(=O)N1CCC1(C)C(=O)Nc1ccc2[nH]ccc2c1 (configuration not stated),-1.8,-4,97,2,/,2,1,2,/,-4
CCc1nnc(NC(=O)CCNC(=O)c2ccccc2Cl)s1,-1.1,-5,94,1,4,0,-2,-9,-18,13
Cc1ccc2nc(SCC(=O)NC3CCCC3)[nH]c2c1,-0.4,-7,101,0,-1,7,7,0,4,4
Nc1nc2ccc(C(=O)NC3CCCCC3)cc2s1,0.8,-2,102,-2,-6,-2,1,-10,-18,1
CC(/C=N/NC(=O)NC1CCCCC1)=C\c1ccccc1,2.8,-12,99,1,-4,0,9,-3,-19,-4
COCCn1c(SCC(=O)NCc2ccc(OC)c(OC)c2)nc2ccccc21,-0.8,-15,100,-1,-3,0,17,5,17,4
COc1cccc(NC(=O)CSc2nc3ccccc3cc2Cc2ccccc2)c1,-1.1,3,101,-8,7,0,18,3,1,0
CC(c1ccccc1)n1cc(C(=O)NCC2CCCO2)nn1 (configuration not stated),-3.0,-2,90,1,4,2,8,1,0,8
COc1ccc2sc(N(CCCN(C)C)C(=O)c3ccc(S(=O)(=O)N4CCCc5ccccc54)cc3)nc2c1,1.0,11,97,-8,-7,-13,4,4,-14,-20
COc1ccccc1-c1c(C#N)c(N)nc2c1CCC2,1.7,-3,92,2,-17,-6,10,-1,4,4
Cc1cc(C)cc(NC(=O)CN2C(=O)C3CC=CCC3C2=O)c1 (configuration not stated),0.5,9,94,1,7,8,5,-10,-17,8
COc1ccc(NS(=O)(=O)c2ccc(N)c(C(=O)O)c2)cc1,-1.1,-1,95,1,-1,3,-3,-9,15,-5
COc1cccc(/C=N\NC(=O)C2C(=O)NCC2c2ccccc2)c1O (configuration not stated),0.5,-9,102,3,-8,2,5,2,-3,72*
Cc1ccc(OC/C(=N\O)C(C)(C)C)c([N+](=O)[O-])c1,2.3,5,95,-1,0,-1,-15,2,-38,-4
COc1ccc(C(=S)N2CCOCC2)cc1OC(=O)c1ccc([N+](=O)[O-])cc1,1.0,-6,101,1,-8,-2,8,-16,-10,-9
Cc1ccccc1OCCN(C#N)c1nc(N(C)C)nc(N(C)C)n1,5.1,-1,101,-3,0,3,20,-15,19,-19
O=C(Nc1ccc2c(c1)OCO2)C1CC1,-0.9,0,97,3,0,-1,-4,-2,-29,-3
O=C(c1ccc(CNS(=O)(=O)c2ccccc2)cc1)N1CCN(c2ccccn2)CC1,-1.2,7,94,-2,8,-2,6,5,7,1
Cc1ccc(NC(=O)CNc2ccccc2N2CCCC2=O)cc1S(=O)(=O)N1CCCCC1,0.0,-6,92,-2,-1,7,-3,0,15,-13

# As entered above.
# Nc1nc2ccc(C(=O)NC3CCCCC3)cc2s1 | m5-HT2A agonist = -2
# CC(/C=N/NC(=O)NC1CCCCC1)=C\c1ccccc1 | TLR9-MyD88 block = -4
# COc1ccccc1-c1c(C#N)c(N)nc2c1CCC2 | Cardio protect = 4
# COc1cccc(NC(=O)CSc2nc3ccccc3cc2Cc2ccccc2)c1 | m5-HT2A agonist = 0
# COc1ccc2sc(N(CCCN(C)C)C(=O)c3ccc(S(=O)(=O)N4CCCc5ccccc54)cc3)nc2c1 | ABCB6 inh MLPCN = 97

# Part of the list above in order of number of heavy atoms, largest number first:
structure,MC4R ag barr,ABHD5-PLIN5 inh,ABCB6 inh MLPCN,N-glyco inh,TLR9-MyD88 block,m5-HT2A agonist,MC4R antagonist,NOD2 RIPK2 PPI,SRC2 inh,Cardio protect
COCCn1c(SCC(=O)NCc2ccc(OC)c(OC)c2)nc2ccccc21,-0.8,-15,100,-1,-3,0,17,5,17,4
CC(C)C(=O)N1CCC1(C)C(=O)Nc1ccc2[nH]ccc2c1 (configuration not stated),-1.8,-4,97,2,/,2,1,2,/,-4
Cc1ccc(OC/C(=N\O)C(C)(C)C)c([N+](=O)[O-])c1,2.3,5,95,-1,0,-1,-15,2,-38,-4

# Going on with the list.
structure,MC4R ag barr,ABHD5-PLIN5 inh,ABCB6 inh MLPCN,N-glyco inh,TLR9-MyD88 block,m5-HT2A agonist,MC4R antagonist,NOD2 RIPK2 PPI,SRC2 inh,Cardio protect
Cn1nc(C(F)(F)F)c(-c2cccc(C(F)(F)F)c2)c1NC(=O)Nc1ccc(F)cc1,-0.1,1,11*,-3,/,8,6,-11,19,-18
COc1cccc2c(=O)c(C(=O)NCCc3ccccc3)c[nH]c12,-0.7,5,102,1,5,-4,-5,5,-41,3
O=C(COc1ccc2ccccc2c1)NCCc1ccc2c(c1)OCCO2,-4.2,-9,105,-1,-9,-6,2,-2,-31,-8
COc1ccc(C(=O)Nc2ccc(C(=O)NCCc3ccccc3)cc2)cc1,1.1,2,94,1,3,-3,23,-11,-21,4
O=C(O)CCn1cc(/C=C/C(=O)c2ccc(Cl)cc2)c(-c2ccc(Br)cc2)n1,-0.8,9,105,?,-2,-3,35*,8,24,2
CCc1nccn1S(=O)(=O)c1cc(C)c(OC)cc1C,-1.0,2,102,2,5,-2,-4,-4,-3,-2
C/C(=N\NC(=O)c1c(Cl)c(C)nn1C)c1ccc(NC(=O)c2ccncc2)cc1,-1.4,-2,97,3,-8,-3,1,-5,-11,22
COc1ccc(NC2CCCN(C(=O)c3ccc4[nH]c(C)c(C)c4c3)C2)cc1 (configuration not stated),-3.5,-5,91,2,8,3,1,-2,17,2
Cc1[nH]c2ccc(Br)cc2c(=S)c1C/C=C/Cl,1.1,-2,97,1,-4,5,-1,2,-2,4
COc1cccc(-c2nc(CS(=O)(=O)CC(=O)NC3CC3)c(C)o2)c1,-0.4,-4,94,4,-2,6,-1,-1,19,5
CC1CCCC(NC(=O)COC(=O)COc2cccc(F)c2)C1C (configuration not stated),-1.8,-3,99,1,2,2,0,-5,-15,-1
COc1ccc(C(=O)NNC(=O)C(=O)Nc2ccc(C)c(Cl)c2)cc1,-3.0,-6,96,-2,-7,-6,4,-3,8,1
CCOc1ccc(NC(=O)CCN2C(=O)c3cccc([N+](=O)[O-])c3C2=O)cc1,0.8,6,104,-1,4,2,33*,0,-26,6
CCC(Sc1nc2c(cnn2-c2ccccc2)c(=O)[nH]1)C(=O)OC (configuration not stated),0.0,1,96,1,9,-2,-3,-3,-32,-8
CCCN1Cc2cccc(C(=O)Nc3cc(OC)cc(OC)c3)c2C1=O,4.1,-4,86,-1,4,5,1,-3,9,4
Clc1ccc(SCCOCCN2CCc3ccccc3C2)cc1,2.2,9,109,-2,-9,-9,11,13,-5,0
COCCN(CC(=O)Nc1cc(Cl)ccc1-n1cncn1)Cc1nc2ccccc2c(=O)[nH]1,-1.2,2,101,1,-9,4,9,-2,8,18
O=C(c1ccncc1)N1CCN(c2ccc(F)cc2)CC1,-2.2,2,91,0,-3,-1,8,-11,-9,2
CCOc1ccc(NC(=O)NC(C)CC)cc1 (configuration not stated),-0.1,-12,99,0,1,-2,12,3,-9,-11
Cc1ccc(NS(=O)(=O)c2ccc(C(=O)N3CCCCCCC3)cc2)cc1,0.4,1,97,-2,10,6,-2,14,17,-10
CN(C)S(=O)(=O)N1CCC(Oc2cccc(C(=O)N3CCCCCC3)c2)CC1,-2.8,-2,96,-2,-11,-3,21,2,-25,-3
O=C(NC(Cc1ccccc1)C(=O)N1CCN(c2ccc(F)cc2)CC1)c1ccccc1 (configuration not stated),-1.6,-4,81,-2,3,2,9,0,-9,9
CCOC(=O)C1CCN(C(=O)Nc2ccc(C)c(Cl)c2)CC1,-0.3,3,98,0,11,1,-9,2,10,-5
Cc1ccc2c(c1)C(c1ccccc1)CC(=O)O2 (configuration not stated),1.3,-2,95,-2,-1,-1,13,15,-17,2
Cc1cccc(CC2S/C(=N/c3ccccn3)NC2=O)c1 (configuration not stated),-3.3,1,100,-1,2,3,-4,-3,-15,-13
COc1ccc(-c2sc3ccccc3c2C#CCO)cc1,0.6,8,88,-2,9,-3,-4,1,17,-14
CC[C@]12c3[nH]c4ccc(OC)cc4c3CCN1C(=O)C(CC(=O)NCCCOC)C[C@@H]2C(=O)N1CCN(C(=O)c2ccco2)CC1 (some centres not stated),-2.5,12,101,0,-6,0,-1,-2,16,7
Cc1ccc(NC(=O)CC(NCCN2CCOCC2)C(=O)O)cc1Cl (configuration not stated),-0.8,5,97,-1,-15,1,-3,2,6,4
COc1cc2c(C(=O)N3CCN(c4ccccc4C)CC3)c(C)oc2cc1Br,5.1,-5,103,-2,5,3,7,-13,10,2
COCC(C)NC(=O)CSc1nc2ccccc2c(=O)n1CCc1ccc(S(N)(=O)=O)cc1 (configuration not stated),-3.5,-7,98,2,-2,-6,-1,6,-37,21
CCO[C@H]1OC(C(=O)NCc2ccccc2)=C[C@@H](C2CC2)[C@@H]1CCCO,0.3,-4,104,1,0,-12,3,0,-7,-7
C[C@H]1CN([C@@H](C)CO)C(=O)c2cc(NC(=O)C3CCCCC3)ccc2O[C@H]1CN(C)Cc1ccc(-c2ccccc2)cc1,0.0,6,92,-2,-6,-11,20,-7,-3,-9
CCCC(CCC)C(=O)Nc1cccc(C(=O)O)c1,-1.8,3,101,-1,-2,-1,-2,6,/,1
COC(=O)C1CCN(C(=O)c2ccc3nc(-c4cccc(OC)c4)oc3c2)CC1,-2.0,5,94,-4,0,-4,-4,-7,-25,0
Cc1ccc(-n2c(-c3ccccc3)c[n+]3c2CCC3)cc1,-1.1,5,93,-2,-13,1,7,-11,16,-17
CC1=C(C(=O)OCc2ccccc2)C(c2ccc3c(c2)OCO3)NC(=O)N1CCCC(=O)O (configuration not stated),-0.3,1,100,-1,-2,10,13,3,14,3
